High-throughput results deposited in PubChem by Broad Institute.
Pf Dd2 growth: blocks growth of Plasmodium falciparum Dd2 parasites; P. falciparum Dd2 growth, SYBR Green, 72 h; hits give low values; activity change, % at 10 µM; 94,000 compounds, 2.3% hits; AID 1159554; in the data active = activity change below about -80%; inconclusive = no clear call, values can overlap the other calls
C diff growth: inhibitors of Clostridium difficile growth. Clostridium difficile clinical isolate growth, OD600, 24 h; hits give low values. growth activity, negative = inhibition, % at 16 µg/mL (by protocol). 86,000 compounds, 0.25% hits;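 active = mean growth activity at or below -80% and every replicate also at or below -80%; inconclusive = mean at or below -80% but some replicate above -80%; inactive = mean growth activity above -80%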;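 note: 0% = DMSO wells and -100% = levofloxacin 16 µg/mL wells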
Tcruzi prolif: T. cruzi proliferation inhibition. inhibition, % at 8.34 µM. 77,000 compounds, 5.9% hits. T. cruzi beta-gal in NIH3T3, GalScreen luminescence, 90 h;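 active = mean inhibition above about 93%, with at least 55% of replicates each passing it, limit read from the data, passing the limit was not always enough; inconclusive = only one of those two conditions holds; inactive = neither condition holds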
GASC1 inh: inhibitors of human demethylase GASC-1 KDM4C | inhibition, % at 12.5 µM | GST-KDM4C 2-372, H3K9me3 peptide, LANCE TR-FRET | Q9H3R0 | AID 720574 | 96,000 compounds, 0.15% hits;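 active = mean replicate inhibition above about 25%, with at least 55% of replicates also reaching it, limit read from the data, passing the limit was not always enough; inconclusive = only one of those two conditions met; inactive = neither condition met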
Target sequence (Q9H3R0 2-372 limits assumed): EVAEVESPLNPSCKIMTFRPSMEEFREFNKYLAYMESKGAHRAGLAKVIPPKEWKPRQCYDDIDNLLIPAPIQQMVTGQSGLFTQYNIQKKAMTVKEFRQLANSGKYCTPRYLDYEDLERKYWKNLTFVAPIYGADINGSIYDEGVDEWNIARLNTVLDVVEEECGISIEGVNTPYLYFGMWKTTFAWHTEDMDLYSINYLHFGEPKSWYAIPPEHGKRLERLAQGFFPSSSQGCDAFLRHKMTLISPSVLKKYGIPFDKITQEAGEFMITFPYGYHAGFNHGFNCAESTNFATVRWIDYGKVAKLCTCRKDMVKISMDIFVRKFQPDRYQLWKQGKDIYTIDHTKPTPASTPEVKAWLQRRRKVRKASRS
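Material: N-terminal GST-fused human GASC-1 (KDM4C) fragment, residues 2-372. Input: 10 nM enzyme. Incubation: enzyme reaction 30 min, then detection 60 min, both room temperature. Doses: one test concentration per compound. Read-out basis: inhibition from TR-FRET ratio decrease. Detection: LANCE TR-FRET, excitation 340 nm, emissions 618 and 671 nm.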
The depositor's hits bear a star; ? = inconclusive; · = no result given; & = joins results of further samples.

Every second line gives: Pf Dd2 growth | C diff growth | Tcruzi prolif | GASC1 inh
O=C(C1CCCC1)N1[C@H](CO)[C@@H]2c3ccccc3N(S(=O)(=O)c3ccc(F)cc3)C[C@@H]21
    -13.3 | -9.0 | 13.4 | -1.9
C[C@@H]1CN([C@@H](C)CO)C(=O)c2cc(C3=CCCC3)cnc2O[C@H]1CN(C)Cc1cccnc1
    2.7 | 2.2 | · | 0.9
O=C(Nc1cccc(F)c1)N1CC(=O)N2[C@H](CO)[C@@H](c3ccc(C#CC4CC4)cc3)[C@@H]2C1
    -24.6 | -5.5 | · | 1.9
Cc1cccc(S(=O)(=O)N(C)C[C@H]2OCc3cn(nn3)CCCC(=O)N([C@H](C)CO)C[C@@H]2C)c1
    -1.1&-0.6 | -1.5 | -4.5&5.8 | -0.8
CNC(=O)C[C@@H]1CC[C@@H]2[C@H](COc3ccc(NC(=O)C(C)C)cc3C(=O)N2C)O1
    8.2 | -4.0 | -6.7 | -2.4
CNC[C@@H]1OCCCC[C@H](C)Oc2ccc(NC(=O)Nc3ccc(OC)cc3)cc2C(=O)N([C@H](C)CO)C[C@@H]1C
    9.1 | 4.2 | 83.2 | -0.2
CN(C)CC(=O)N1[C@@H](C#N)[C@@H](c2ccc(C#CC3CCCC3)cc2)[C@@H]1CO
    9.3 | 14.4 | 92.5 | 0.0
COc1ccc2c3c(n(C)c2c1)[C@@H](CO)N(C(C)=O)CC31CN(C(=O)c2cnccn2)C1
    8.7 | 0.7 | · | -0.1
CC=Cc1ccc2n(c1=O)C[C@@H]1[C@@H](CO)[C@H](C(=O)NCCC)[C@H]2N1CC1CCOCC1 (mixture of isomers)
    34.6 | -0.9 | 19.1 | 0.8
C[C@H](CO)N1C[C@H](C)[C@H](CN(C)CC2CC2)Oc2cc(C#CCN(C)C)ccc2S1(=O)=O
    -39.8 | · | 23.7 | 3.9
O=C(NC1CCCC1)N[C@H]1C=C[C@@H](CC(=O)N2CCOCC2)O[C@H]1CO
    22.4 | -0.3 | · | 0.0
Cc1ccc(S(=O)(=O)N(C)C[C@H]2OCCCC[C@@H](C)Oc3ccc(NS(=O)(=O)c4cccs4)cc3C(=O)N([C@@H](C)CO)C[C@@H]2C)cc1
    -14.4 | · | ? | -0.3
O=C(Nc1ccccc1)N1C[C@H]2[C@@H](c3ccccc31)[C@H](CO)N2Cc1ccccc1Cl
    -16.2 | 2.9 | 31.6 | -1.2
CNC[C@H]1Oc2ccc(NS(=O)(=O)c3ccc(Cl)cc3)cc2CC(=O)N([C@H](C)CO)C[C@@H]1C
    7.7 | 8.6 | · | 0.3
O=C(C[C@@H]1C=C[C@@H](NC(=O)c2ccc(F)cc2)[C@@H](CO)O1)NCc1ccncn1
    2.0 | 0.1 | -157.1 | -0.7
COc1ccccc1C#Cc1ccc([C@@H]2[C@@H](C#N)N(C(=O)C3CCC3)[C@@H]2CO)cc1
    -11.3 | 12.8 | 80.2 | -2.0
CC(C)NC(=O)N(C)C[C@@H]1OCCCC[C@@H](C)Oc2ccc(NS(=O)(=O)c3ccccc3)cc2C(=O)N([C@@H](C)CO)C[C@H]1C
    10.7 | 1.7 | -48.6 | 0.2
COc1cccc(-c2ccc([C@H]3[C@H]4CN(C(=O)c5ccc(F)cc5)CCCCN4[C@H]3CO)cc2)c1
    -23.4 | -6.4 | 74.1 | 0.3
COc1ccccc1CNC(=O)C[C@H]1CC[C@H]2[C@@H](COC[C@@H](O)CN2C(=O)Nc2ccc(Cl)cc2)O1
    11.0 | · | 23.8 | -0.3
CN(C)C(=O)[C@@H]1[C@@H](CO)[C@@H]2Cn3c(ccc(C4=CCCC4)c3=O)[C@H]1N2CC1CCCCC1
    0.5 | -4.7 | 56.5 | 2.8
COc1ccc(S(=O)(=O)Nc2ccc3c(c2)C(=O)N([C@@H](C)CO)C[C@H](C)[C@@H](CN(C)C(=O)NC2CCCCC2)OCCCC[C@@H](C)O3)cc1
    -86.8* | 5.5 | 101.1 | -1.1
COc1ccc(NC(=O)N(C)C[C@H]2Oc3ccc(NC(=O)CCC(F)(F)F)cc3CC(=O)N([C@H](C)CO)C[C@H]2C)cc1
    1.6 | -0.5 | 42.6 | -0.7
C[C@@H]1CN([C@@H](C)CO)C(=O)c2cccc(NC(=O)C3CCCCC3)c2O[C@@H]1CN(C)C(=O)Nc1ccc(F)cc1
    -70.4 | -5.1 | 10.2 | -0.4
C[C@@H]1CCCCO[C@@H](CN(C)Cc2ccc3c(c2)OCO3)[C@@H](C)CN([C@@H](C)CO)C(=O)c2cc(NC(=O)NC3CCCCC3)ccc2O1
    · | 14.5 | · | 0.8
CCCC#Cc1cnc2c(c1)C(=O)N([C@H](C)CO)C[C@H](C)[C@H](CN(C)C(=O)Cc1ccccc1)O2
    -12.9 | 0.4 | 51.6 | -1.0
CC(C)NC(=O)Nc1ccc2c(c1)CC(=O)N([C@H](C)CO)C[C@@H](C)[C@@H](CN(C)S(=O)(=O)c1ccccc1)O2
    -3.4 | 3.5 | -9.9 | 0.0
C[C@@H]1CN([C@@H](C)CO)C(=O)c2cc(NC(=O)Nc3ccccc3)ccc2O[C@@H](C)CCCCO[C@H]1CN(C)S(=O)(=O)c1ccc(Cl)cc1
    -82.9* | · | 33.9 | -0.5
O=C(NCCc1ccncc1)[C@H]1[C@H](CO)[C@H]2Cn3c(ccc(-c4cccc(F)c4)c3=O)[C@@H]1N2
    10.8 | -4.9 | 26.5 | 2.9
COc1cccc(NC(=O)C[C@@H]2CC[C@@H]3[C@@H](COc4ccc(NC(=O)C5CCOCC5)cc4C(=O)N3C)O2)c1
    6.1 | -1.8 | -10.1 | -0.7
Cc1ccc(S(=O)(=O)Nc2cccc3c2O[C@H](CN(C)Cc2ccccc2)[C@@H](C)CN([C@H](C)CO)C3=O)cc1
    -1.2 | -0.1 | 1.9 | -0.7

Next part:
Every second line gives: Pf Dd2 growth | C diff growth | Tcruzi prolif | GASC1 inh
CN(C)CC(=O)Nc1ccc2c(c1)[C@@H]1C[C@@H](CC(=O)NCc3cc(F)ccc3F)O[C@H](CO)[C@@H]1O2
    3.0 | · | 4.3 | -0.1
C[C@H]1CCCCO[C@@H](CN(C)C(=O)NC2CCCCC2)[C@@H](C)CN([C@@H](C)CO)C(=O)c2cc(NS(C)(=O)=O)ccc2O1
    20.4 | -1.6 | 15.5 | 0.4
C[C@H](CO)N1C[C@H](C)[C@@H](CN(C)C)OCCCC[C@H](C)Oc2ccc(NC(=O)Nc3ccccc3)cc2C1=O
    11.5 | 0.6 | 69.8 | 0.1
C[C@H]1CN([C@@H](C)CO)C(=O)c2cc(Br)cnc2O[C@@H]1CN(C)CC1CCCC1
    -11.6 | · | 33.9 | 1.9
C[C@@H]1CN([C@@H](C)CO)S(=O)(=O)c2ccc(C#Cc3ccncc3)cc2O[C@H]1CN(C)S(=O)(=O)c1ccc(F)cc1
    -86.4* | 2.4 | 90.5 | -6.1
Cc1noc(C)c1NC(=O)N(C)C[C@@H]1Oc2c(NS(=O)(=O)c3cccs3)cccc2C(=O)N([C@@H](C)CO)C[C@H]1C
    26.4 | · | 12.9 | -0.5
CC=Cc1ccc2n(c1=O)C[C@@H]1[C@@H](CO)[C@H](C(=O)NCC)N(C(=O)C3CCOCC3)[C@H]21 (mixture of isomers)
    -1.1 | -3.6 | 67.7 | 2.4
C[C@@H]1CN([C@H](C)CO)C(=O)c2cc(NS(=O)(=O)c3ccc(F)cc3)ccc2O[C@@H](C)CCCCO[C@H]1CN(C)S(=O)(=O)c1ccc(Cl)cc1
    -75.3 | -1.3 | ? | 0.3
CO[C@@H]1CN(C)C(=O)c2cc(NC(=O)C3CC3)ccc2OC[C@@H](C)N(Cc2ccccc2)C[C@@H]1C
    -32.0 | -3.9 | 8.7 | -0.3
O=C(C[C@@H]1CC[C@@H](NC(=O)Nc2ccccc2F)[C@H](CO)O1)NCc1ccccc1
    17.7 | -3.5 | -12.7 | -0.5
O=C(C[C@@H]1C=C[C@H](NS(=O)(=O)c2ccccc2)[C@@H](CO)O1)NCCN1CCCCC1
    2.9 | 3.1 | -24.2 | 1.0
CC(C)C#Cc1ccc2c(c1)O[C@H](CN(C)C(=O)c1cnccn1)[C@H](C)CN([C@H](C)CO)S2(=O)=O
    -2.3 | -0.3 | 46.6 | 17.3
CCCNC(=O)Nc1ccc2c(c1)C(=O)N(C)[C@H]1CC[C@H](CC(=O)Nc3ccccc3C)O[C@@H]1CO2
    12.9 | -1.1 | -9.8 | -0.6
COc1ccccc1NC(=O)N1[C@H](CO)[C@H](c2ccccc2)[C@@H]1C#N
    18.6 | 13.6 | -18.2 | 0.9
C[C@H](CO)N1C[C@H](C)[C@H](CN(C)Cc2ccc(-c3ccccc3)cc2)Oc2ccc(NS(=O)(=O)c3cn(C)cn3)cc2CC1=O
    9.3 | 37.9 | -8.4 | -1.1
COc1cccc(-c2ccc([C@H]3[C@H](C#N)N(C(=O)Cc4ccccc4)[C@H]3CO)cc2)c1
    -37.5 | 6.6 | 94.9 | -0.6
CCCNC(=O)N1C[C@@H](C)[C@@H](OC)CN(C)C(=O)c2ccc(NC(=O)CCC)cc2OC[C@H]1C
    27.6 | · | 28.0 | 3.4
O=C(Cc1ccncc1)NCC[C@H]1CC[C@@H](NC(=O)Nc2ccc(Cl)cc2)[C@@H](CO)O1
    -17.1 | 0.7 | 12.6 | 0.5
O=C(C[C@@H]1CC[C@H](NC(=O)Nc2cc(F)ccc2F)[C@@H](CO)O1)NCc1ccccn1
    -0.8 | · | -24.2 | -1.0
CC(C)NC(=O)N(C)C[C@@H]1Oc2ccc(NC(=O)Nc3ccccc3)cc2CC(=O)N([C@@H](C)CO)C[C@@H]1C
    -1.5 | -3.9 | · | 0.2
C[C@H](CO)N1C[C@H](C)[C@H](CN(C)C(=O)C2CCCCC2)OCCCC[C@H](C)Oc2ccc(NS(=O)(=O)c3cccs3)cc2C1=O
    -47.3 | 10.4 | 114.5* | -2.1
C[C@@H]1CN([C@H](C)CO)S(=O)(=O)c2ccc(C#CC3CC3)cc2O[C@@H]1CN(C)C(=O)CC1CC1
    -38.8 | 4.0 | 47.8 | -2.4
CCCNC(=O)C[C@H]1CC[C@H]2[C@H](COc3ccc(NC(=O)c4cccc(OC)c4)cc3C(=O)N2C)O1
    -3.1 | 4.3 | -31.3 | -1.3
O=C(O)C[C@H]1C=C[C@@H](NC(=O)CCN2CCCCC2)[C@@H](CO)O1
    -8.0 | -1.4 | · | 1.0
C[C@@H]1CN([C@H](C)CO)C(=O)c2cccc(NC(=O)c3ccncc3)c2O[C@H]1CN(C)C(=O)Nc1ccccc1
    7.3 | 11.5&-0.7 | · | 16.6
CCCC(=O)Nc1ccc2c(c1)OC[C@H](C)N(C(=O)CN(C)C)C[C@@H](C)[C@@H](OC)CN(C)C2=O
    20.2 | · | 21.6 | 1.0
CC(C)NC(=O)NCC[C@@H]1CC[C@@H](NS(=O)(=O)c2ccc(-c3ccccc3)cc2)[C@H](CO)O1
    -16.5 | -0.7 | 52.0 | 1.1
CCCNC(=O)N(C)C[C@H]1Oc2ncc(/C=C/c3ccccc3)cc2C(=O)N([C@@H](C)CO)C[C@H]1C
    -55.7 | 12.5 | 56.1 | -0.1
C[C@@H]1CN([C@H](C)CO)C(=O)c2cc(C#Cc3cccnc3)cnc2O[C@@H]1CN(C)Cc1cccnc1
    -5.1 | -2.1 | 13.4 | -2.0
COc1ccc(NC(=O)Nc2cccc3c2O[C@@H](CN(C)Cc2ccc(C(=O)O)cc2)[C@@H](C)CN([C@H](C)CO)C3=O)cc1
    0.9 | 1.7 | 101.6* | 0.7

Quoted at random: five records from the list, in no set order.
Every second line gives: Pf Dd2 growth | C diff growth | Tcruzi prolif | GASC1 inh
CC(C)C#Cc1ccc2c(c1)O[C@H](CN(C)C(=O)c1cnccn1)[C@H](C)CN([C@H](C)CO)S2(=O)=O
    -2.3 | -0.3 | 46.6 | 17.3
COc1ccccc1NC(=O)N1[C@H](CO)[C@H](c2ccccc2)[C@@H]1C#N
    18.6 | 13.6 | -18.2 | 0.9
CO[C@@H]1CN(C)C(=O)c2cc(NC(=O)C3CC3)ccc2OC[C@@H](C)N(Cc2ccccc2)C[C@@H]1C
    -32.0 | -3.9 | 8.7 | -0.3
CC(C)NC(=O)NCC[C@@H]1CC[C@@H](NS(=O)(=O)c2ccc(-c3ccccc3)cc2)[C@H](CO)O1
    -16.5 | -0.7 | 52.0 | 1.1
O=C(C[C@@H]1CC[C@@H](NC(=O)Nc2ccccc2F)[C@H](CO)O1)NCc1ccccc1
    17.7 | -3.5 | -12.7 | -0.5

(more compounds)
Every second line gives: Pf Dd2 growth | C diff growth | Tcruzi prolif | GASC1 inh
C[C@H]1CN([C@@H](C)CO)S(=O)(=O)c2ccc(-c3cccc(F)c3)cc2O[C@H]1CN(C)C
    · | 2.1 | -53.2 | -1.1
COCC(=O)N(C)C[C@@H]1Oc2ncc(-c3cccc(OC)c3)cc2C(=O)N([C@H](C)CO)C[C@H]1C
    48.0 | -0.8 | -8.4 | 0.5
O=C(O)C[C@H]1C[C@H]2c3cc(NC(=O)CC4CC4)ccc3O[C@H]2[C@@H](CO)O1
    4.4 | -0.9 | -22.4 | -1.3
CC(C)C#Cc1cnc2c(c1)C(=O)N([C@@H](C)CO)C[C@H](C)[C@@H](CN(C)C(=O)c1cnccn1)O2
    3.3 | 1.1 | 44.2 | -0.4
